# Screening data from PubChem BioAssay.
# Nrf2 inh: Nrf2 qHTS screen for inhibitors | A549 ARE-Fluc reporter, luciferase luminescence, 18-24 h | Potency, µM (highest dose often 46 µM), for the others: top-dose activity change, negative = inhibition, hits mostly inhibitors | actives 2.1% (n = 360,000); further: potency means the concentration at half of the fitted maximal effect; on the % scale 0 is the no-effect control and ±100 the full control effect; nearly all actives have a fitted effect of over 60% in size
#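 A549 ARE_Fluc cells, 5000/well, 5% FBS OPTI-MEM; compounds in dose-response, 18-24 h at 37 °C/5% CO2; CellTiter-Fluor viability read (Ex 405/Em 525), then BugLite luciferase luminescence = Nrf2 activity.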
# TGFb inhibitor: qHTS for Inhibitors of TGF-b. HepG2 CAGA-GFP TGF-b/SMAD3 reporter, GFP fluorescence, 18 h; TGF-beta stimulated, 500 pg/mL final. Potency, µM (titrated, usually from 46.1 µM), without a hit: at the top dose activity, negative = inhibition, most hits filed as inhibitors. actives 1.2% (n = 410,000). AID 588855, 2011; further: potency means the concentration at half of the fitted maximal effect; on the % scale 0 is the no-effect control and ±100 the full control effect; nearly all actives have a fitted effect of over 65% in size
#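 Inhibition of TGF-beta-driven CAGA-GFP reporter expression in HEPG2 cells is measured by cellular GFP fluorescence after 18 h stimulation with 500 pg/mL recombinant TGF-beta in 1% FBS medium at 37 degrees C.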
# Nrf2 activator: qHTS of Nrf2 Activators; AREc32 ARE-luciferase reporter (MCF7-derived line), luminescence, 24 h; Potency, µM (top dose mostly 46.1 µM), inactives show at the highest dose activation, usual class: activators; actives 0.31% (n = 410,000); AID 624171, 2012; further: potency means the concentration at half of the fitted maximal effect; % of control where 0% means no effect; nearly all actives have a fitted effect of over 65% in size
#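 AREc32 cells carrying an ARE-driven firefly luciferase, 1000 cells/well in OPTI-MEM with 5% FBS, dosed after overnight attachment and incubated 24 hr at 37 deg C. Steady-Glo luminescence read after 30 min at RT.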
# A549 viability: Nrf2 qHTS screen for inhibitors: counterscreen for cytotoxicity; A549 ARE-Fluc cells, CellTiter-Fluor viability, 18-24 h; Potency, µM (top dose mostly 46 µM), inactives show at the top dose activity change, negative = cytotoxicity, hits mostly inhibitors; actives 0.16% (n = 390,000); AID 504648, 2011; further: potency means the concentration at half of the fitted maximal effect; on the % scale 0 is the no-effect control and ±100 the full control effect
#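 A549 ARE-Fluc cells in 5% FBS OPTI-MEM, 5000 cells/well, rested 2 h then exposed to compounds in concentration-response for 18-24 h at 37 °C. Viability by CellTiter-Fluor fluorescence (Ex 405/Em 525) after 30 min; luciferase luminescence (BugLite, 15 min, RT) read afterwards.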
# HepG2 viability: qHTS for Inhibitors of TGF-b: Cytotox Counterscreen | HepG2 CAGA-GFP viability, ATP luminescence, 18 h | Potency, µM (titrated, usually from 46.1 µM), without a hit: top-dose activity change, negative = cytotoxicity, usual class: cytotoxic | actives 0.76% (n = 410,000); further: potency means the concentration at half of the fitted maximal effect; some results filed as inactive show a strong effect at the top dose
#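 HepG2 CAGA-GFP cells (1000/well, DMEM with 1% FBS) received compound, then TGF-beta at 500 pg/mL final, and were incubated 18 hours at 37 degrees C. Viability was read by CellTiter-Glo luminescence. Media-only wells were set as complete cell-killing and DMSO as no toxicity.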
# MCF10A rereplic: A quantitative high throughput screen for small molecules that induce DNA re-replication in MCF 10a normal breast cells | MCF 10A DNA re-replication, Hoechst nuclear intensity, 48 h | Potency, µM (doses to about 46.1 µM), for the others: at the highest dose activity, positive = re-replication, hits mostly activators | actives 2.9% (n = 350,000); further: potency means the concentration at half of the fitted maximal effect; % of control where 0% means no effect; nearly all actives have a fitted effect of over 50% in size
# ATXN2 expr inh: Primary qHTS for Inhibitors of ATXN expression. HEK-293 ATXN2-luciferase reporter, luminescence, 24 h. Potency, µM (top dose mostly 57 µM), without a hit: at the top dose activity change, negative = inhibition, hits mostly inhibitors. actives 0.72% (n = 360,000). AID 1745845, 2022; further: potency means the concentration at half of the fitted maximal effect; on the % scale 0 is the no-effect control and ±100 the full control effect; nearly all actives have a fitted effect of over 55% in size
#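 qHTS (up to 57 uM final) was run with 24 h compound exposure of reporter cells at 37 °C. Each well was multiplexed: SteadyGlo luminescence measured ATXN2-luciferase expression after a fluorogenic Gly-Phe-AFC viability readout (25 uM final).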
# IL-1B inflam inh: qHTS for Inhibitors of Inflammasome Signaling: IL-1-beta AlphaLISA Primary Screen; THP-1 LPS/ATP IL-1B secretion, AlphaLISA, 16 h; hits give low values; activity change, % at 57.5 µM; actives 4.7% (n = 360,000); AID 743279, 2014; in the data active means activity change below about -50%; inconclusive means mostly about -30% to -49%; further: on the % scale 0 is the no-effect control and ±100 the full control effect
#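 Secreted IL-1B measured by AlphaLISA bead assay after 16 h compound exposure of THP-1 cells; compounds (final up to 57.5 uM) added 1 h before LPS (250 ng/mL) and ATP (1.25 mM) stimulation; lower signal means less secretion.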
# ATXN viability: Viability Counterscreen for Primary qHTS for Inhibitors of ATXN expression. Potency, µM (series often up to 56.7 µM), usual class: cytotoxic. actives 0.49% (n = 400,000). S2 cells (HEK-293 line with an ATXN2-luciferase reporter) viability, CellTiter-Fluor protease fluorescence, 24 h; further: potency means the concentration at half of the fitted maximal effect; nearly all actives have a fitted effect of over 40% in size
# Starred values were filed as active, the others as inactive; i = inactive; ? = inconclusive; nt = no result given; & = joins results of further samples; [ ] = another dose, or the depositor's remark. Unless noted, the call rests on the fitted dose curve; in most records, active means well fitted curve in the direction sought with a large enough effect; inconclusive means small, poorly fitted or top-dose-only effect, or another doubt; inactive means no such curve, though single readings can be large; an effect the other way counts as inactive or inconclusive.
SMILES,Nrf2 inh,TGFb inhibitor,Nrf2 activator,A549 viability,HepG2 viability,MCF10A rereplic,ATXN2 expr inh,IL-1B inflam inh,ATXN viability
CC1CCCN(C(=O)NC2CC(=O)N(c3ccc4c(c3)OCCO4)C2)C1 (stereo not given),-8%,0%,-0.1%,-2%,-2%,3%,-4%,10,i
Cc1nn(C(=O)N2CCOCC2)c(C)c1CN1C(=O)c2ccccc2C1=O,-7%,15%,-0.6%,-3%,-12%,0%,-2%,17,i
Cc1ccc(C(=S)N2CCN(Cc3ccccc3)CC2)s1,7%,-8%,-0.2%,0%,3%,?,17%,?,i
COc1ccc(S(=O)(=O)N2CCOCC2)cc1NC(=O)c1cc2c(s1)CCCC2,0%,-3%,-0.5%,-10%,4%,-3%,14%,14,i
O=C(NCCCN1CCCC1=O)C1CCN(S(=O)(=O)c2cccc(Cl)c2Cl)CC1,5%,18%,-0.2%,10%,-14%,13%,8%,-4,i
CCS(=O)(=O)N1Cc2cc(C(=O)NCCOC)nc(-c3cccc(-c4ccncc4)c3)c2[C@@H]1CCO,nt,nt,-0.6%,nt,nt,nt,-4%,24,i
CC(=O)Nc1ccc(CN2CCCC(C(=O)c3cccc(C(F)(F)F)c3)C2)cc1 (stereo not given),1%,-24%,-0.1%,1%,-68%,3%,nt,6,i
CC(NS(C)(=O)=O)C(c1cccs1)N1CCN(c2ccccc2F)CC1 (stereo not given),8%,0%,-0.1%,7%,-28%,-3%,-7%,-7,i
Cc1ccc(OCC(=O)N(C)CC(=O)Nc2ccccc2Cl)c([N+](=O)[O-])n1,19%,-6%,-0.5%,12%,-42%,-2%,2%,19,i
COc1cccc(NC(=S)NCc2cccs2)c1,?,-12%,2.8%,10%,-2%,1%,33%[activator],1,i
Cc1cccc(NC(=O)CN2C(=O)S/C(=C\c3ccc(O)c([N+](=O)[O-])c3)C2=O)c1,-12%,-10%,-0.7%,-25%,-21%,-30%,-10%,7,?
O=C(Cn1c(=O)n(Cc2ccc3c(c2)OCO3)c(=O)c2oc3ccccc3c21)Nc1ccccc1F,?,0%,1.7%,0%,-2%,nt,nt,nt,nt
N#Cc1c(SCC(=O)Nc2nc3ccc(Br)cc3s2)sc2c(O)cc(=O)[nH]c12,0%,2%,0.4%,1%,-29%,15%,1%,16,i
COCCNC(=O)C(=O)NCC(c1ccc2c(c1)OCO2)N1CCN(c2ccc(F)cc2)CC1 (stereo not given),8%,1%,-0.5%,-1%,-2%,0%,2%,22,i
COc1ccc(NC(=O)C(=O)Nc2cccc3ccccc23)c(OC)c1,6%,5%,-0.2%,-6%,4%,-3%,-9%,-7,i
COc1cc(Cl)ccc1OCc1cc(C(=O)N(C)C2CCOC2)no1 (stereo not given),?,8%,2.3%,15%,-10%,3%,0%,2,i
Cc1ccc2c(CN(C)Cc3cccc(F)c3)cc(=O)oc2c1,?,2%,1.8%,3%,-10%,?,78%[activator],14,i
CCN(CC)CCOC(=O)C(Cc1cccc2ccccc12)CC1CCCO1 (stereo not given),1%,-5%,0.1%,4%,-13%,7%,-18%&-10%,-10,i
Cc1ccc(S(=O)c2ccc(C)cc2)cc1,-23%,10%,-0.4%,nt,5%,7%,4%,-5,i
CCCCC(=O)N1CCCC(C)C1 (stereo not given),5%,7%,0.1%,-2%,11%,-7%,20%,14,i
COC(=O)Cn1cnc2sc(C)c(S(=O)(=O)N3CCC(C)CC3)c2c1=O,-11%,6%,0.2%,3%,-10%,-20%,-5%,19,i
CCCC[C@@H]1C[C@H]1[C@@H](NC(=O)c1ccco1)c1ccc(Cl)cc1,-6%,?,4.9%,0%,-31%,?,-14%,2,i
O=c1c(Cc2c(F)cccc2Cl)c(O)ccn1Cc1ccc(F)cc1,-14%,-4%,-0.1%,1%,-29%,20%,-11%[11.3 µM],0,i
O=C1c2ccccc2NC(c2ccc3c(c2)OCO3)N1Cc1ccco1 (stereo not given),-8%,-6%,nt,2%,-17%,nt,nt,nt,nt
O=C(CCC(=O)N1CCN(S(=O)(=O)c2ccc(Cl)cc2)CC1)NCc1cccc(C(F)(F)F)c1,8.2µM*,7.1µM*,-0.3%,?,-27%,8%,?,-52*,i
CS(=O)(=O)Nc1ccc(C2=NN(C(=O)c3ccco3)C(c3cccc(F)c3)C2)cc1 (stereo not given),19%,-7%,2.5%,-5%,-13%,4%,3%,8,?
COc1cc(CNCCO)cc(Br)c1OCc1ccccc1Cl,4%,?,0.2%,?,-127%,?,-17%,-15,i
CCC1CCCCN1CCCNC(=O)Cn1ncn2nc(-c3ccc(OC)cc3)cc2c1=O (stereo not given),?,5%,-0.5%,9%,-25%,?,-1%,-12,i
CC(C)CCN1CC(O)=C(c2nc3ccccc3[nH]2)C1=N,nt,-18%,-0.5%,-5%,0%,23%,44%[activator],-4,i
CCC(C)c1c(O)nc(SCC(=O)Nc2ccccc2)[nH]c1=O (stereo not given),25%,11%,0.6%,0%,0%,1%,3%,22,i

# Complete entries as entered above. Order of screens: Nrf2 inh	TGFb inhibitor	Nrf2 activator	A549 viability	HepG2 viability	MCF10A rereplic	ATXN2 expr inh	IL-1B inflam inh	ATXN viability
# Shown for CCC1CCCCN1CCCNC(=O)Cn1ncn2nc(-c3ccc(OC)cc3)cc2c1=O (stereo not given) : ?	5%	-0.5%	9%	-25%	?	-1%	-12	i
# Shown for CS(=O)(=O)Nc1ccc(C2=NN(C(=O)c3ccco3)C(c3cccc(F)c3)C2)cc1 (stereo not given) : 19%	-7%	2.5%	-5%	-13%	4%	3%	8	?
# Shown for COC(=O)Cn1cnc2sc(C)c(S(=O)(=O)N3CCC(C)CC3)c2c1=O : -11%	6%	0.2%	3%	-10%	-20%	-5%	19	i

# Other records follow:
SMILES,Nrf2 inh,TGFb inhibitor,Nrf2 activator,A549 viability,HepG2 viability,MCF10A rereplic,ATXN2 expr inh,IL-1B inflam inh,ATXN viability
Cc1c(C(=O)NCCCn2ccnc2)oc2ccccc12,8%,12%,3.7%,1%,4%,-1%,3%[11.3 µM],44,i
O=C1CC(=O)C(n2cncn2)C(c2ccc(Cl)cc2)C1 (stereo not given),8%,22%,0.1%,-6%,2%,1%,6%,-12,i
CC1CCN(C(=O)Cn2nnc(-c3ccc([N+](=O)[O-])cc3)n2)CC1,-19%,-19%,0.1%,-7%,-34%,-4%,?,7,?
COc1ccc(OC)c(-n2c(-c3ccc(C)cc3)n[nH]c2=S)c1,0%,-9%,0.0%,2%,3%,0%,-3%,16,i
Cc1nc(C(F)(F)F)ccc1C(=O)N1CCC1(C)C(=O)NCc1ccc(Cl)cc1 (stereo not given),nt,0%,0.9%,nt,-12%,nt,8%,-9,i
O=C(Cn1nnnc1-c1ccccc1F)Nc1ccc(F)c(F)c1,-3%,-3%,3.7%,-9%,-10%,nt,nt,nt,nt
CCOC(=O)c1ccccc1NS(=O)(=O)c1c(-c2ccc(C)cc2)csc1C(=O)OC,-9%,?,6.7%,-1%,-12%,nt,-20%,nt,i
S=C(Nc1ccccc1)Nc1ccc(OCc2ccccc2)cc1,2%,?,-0.7%,-7%,15%,-2%,nt,?,nt
COc1cccc(OCCNC(=O)c2ccc(C)cc2)c1,22%,0%,0.1%,-1%,2%,-3%,33%,10,i
CCS(=O)(=O)NCCNc1ccc([N+](=O)[O-])cc1,3%,-6%,-0.3%,?,-5%,-5%,-8%,30,i
O=C(O)c1cccc(NC2=Nc3cccc4cccc2c34)c1,12%,50%[activator],-0.6%,21%,21%,2%,nt,14,i
O=c1c2ccsc2ncn1Cc1ccccc1F,-17%,0%,2.1%,-3%,18%,-5%,21%,-9,i
CCCn1nnnc1SCC(=O)N1CCCCC1,8%,-1%,-0.1%,1%,-2%,-9%,-3%,15,i
COc1ccc(C2=CSC3=NNC4(CCCCC4)NN23)cc1,-19%,-9%,4.9%,2%,-21%,-2%,-2%,15,i
CC(=O)Oc1ccc(OC(C)=O)c2c1C1C=CC2CC1,10%,-46%,?,-7%,-19%,10µM*,1%,-14,i
Cc1ccc(Cl)cc1NC(=O)CN1C=NS(=O)(=O)c2ccccc21,nt,-10%,-0.2%,1%,-24%,nt,-5%,nt,i
O=C(CSc1nc(-c2ccccc2)cc(=O)[nH]1)Nc1ccccc1F,-10%&-21%,10%&-4%,2.8%&-0.1%,-1%&1%,0%&-66%,30%,-3%&4%,31,i
CCOC(=O)N1CCN(C(=O)c2noc3c2COc2ccccc2-3)CC1,12%,2%,2.0%,-14%,-3%,-4%,28%,-10,i
COc1ccccc1N(C)S(=O)(=O)c1ccc(C(=O)Nc2nc(C)cs2)cc1,?,?,7.1%,3%,-25%,?,nt,-17,?
COCCn1c(SCC(=O)Nc2cc(C)on2)nnc1-c1c[nH]c2ccccc12,0%,?,0.8%,8%,-22%,2%,-11%,-1,i
CCOC(=O)N1CCC(NC(=O)CCc2c(C)nc3nc(C)nn3c2C)CC1,-2%,-6%,0.0%,11%,-2%,-6%,6%,17,i
COCCN(C(=O)CNC(=O)c1cccs1)C(C(=O)NC1CCCC1)c1cccs1 (stereo not given),11%,11%,-0.6%,-1%,-12%,9%,-9%,8,i
O=C(NCCN1C(=O)S/C(=C\c2cccnc2)C1=O)C1CC(=O)N(Cc2ccco2)C1 (stereo not given),2%,8%,7.3%,8%,-4%,-2%,-3%,6,i
O=C(COC(=O)c1ccc(F)cc1)NCC1CCCCC1,13%,-5%,2.5%,1%,-8%,-7%,3%,-6,i
COc1ccc(CCNC(=O)Cn2nnc3ccccc3c2=O)cc1,-12%,1%,-0.3%,-1%,-4%,0%,3%,18,i
